TRPN1 ag: zebrafish TRPN1 (NompC) channel agonism; HEK293 zebrafish TRPN1-YFP, Fluo-8 calcium fluorescence; 100% = response to 87 µM carbachol; activation, % at 3 µM; 220,000 tested, 0.18% active; AID 1424;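 active means activation above its plate's cutoff, the mean activation of test wells on that plate plus 3 SD, cut at about 19% in these data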;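 further: 0% = DMSO alone and 100% = 87 µM carbachol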
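Material – zebrafish TRPN1-YFP in HEK293 cells · Doses – 3 µM single point · Schedule – dye 1 h 37 °C plus 30 min RT · Signal – Fluo-8 calcium fluorescence, excitation 470-495 nm, emission 515-575 nm · Read-out – % activation versus carbachol response · Control set – carbachol high, DMSO low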
PPC-1+TRAIL kill: compounds killing PPC-1 cancer cells with TRAIL present (potentiator screen, no TRAIL-free arm); PPC-1 cells + TRAIL, ATPLite viability luminescence; cell killing (% activity), % at 4 µM; 220,000 tested, 0.41% active; AID 1443;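 active means cell killing above 50% in the first pass at 4 µM, then a duplicate retest at 5 µM averaging 50% or more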;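 further: plate controls were cells with TRAIL plus DMSO for no effect and medium-only wells lacking cells for full effect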
TRPML3 agonist: human mucolipin-3 channel agonism. Q8TDD5. HEK293 TRPML3-YFP, Fluo-8 calcium fluorescence; 100% = the carbachol control signal. activation, % at 3 µM. 220,000 tested, 0.29% active;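 active means activation above its plate's cutoff, the mean activation of the plate's test wells plus 3 SD, cut at about 12% in these data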;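 further: 0% = DMSO only wells and 100% = carbachol wells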
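Test system: HEK293 cells stably carrying human TRPML3-YFP; Doses: single dose, 3 µM final nominal compound, 0.3% DMSO final; Schedule: dye loading 1 h 37 °C then 30 min ambient, 125 s read; Technique: Fluo-8 calcium fluorescence; Benchmarks: high control carbachol 87 µM, low control DMSO.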
BaF3 parental: counter-screen for JAK2V617F inhibitors: parental Ba/F3 viability inhibitors; CellTiter-Glo ATP luminescence; inhibition, % at 5.6 µM; 220,000 tested, 1.1% active;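 active means inhibition above a per-campaign cutoff, the mean inhibition of all tested compounds plus 3 SD, cut at about 27% in these data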;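 further: 0% = DMSO wells and 100% = JAK Inhibitor I control wells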
RBBP9 inhibitor: inhibitors of human serine hydrolase RBBP9; O75884; recombinant RBBP9, FP-Rh probe fluorescence polarization; inhibition, % at 7.94 µM; 220,000 tested, 0.2% active;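 active means inhibition above the campaign mean of all tested compounds plus 3 SD, cut at about 14% in these data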;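 further: plate controls were DMSO wells with RBBP9 for no effect and wells lacking RBBP9 protein for full effect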
Target sequence (O75884 whole entry, looked up): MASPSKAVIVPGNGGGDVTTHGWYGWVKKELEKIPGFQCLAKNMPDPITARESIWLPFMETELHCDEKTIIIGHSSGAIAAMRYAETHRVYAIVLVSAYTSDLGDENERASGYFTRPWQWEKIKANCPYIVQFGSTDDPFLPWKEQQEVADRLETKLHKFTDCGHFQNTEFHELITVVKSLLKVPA
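Controls: DMSO-treated enzyme wells and wells lacking RBBP9 | Material: RBBP9 protein | Technique: Fluorescence polarization | Replication: Single well per compound, no replicates | Buffer or medium: Tris-NaCl-Pluronic buffer, pH 8.0 | Timing: 30 min compound preincubation, 45 min probe labeling, 25 °C | Read-out basis: Percent inhibition from mP, scaled between DMSO and no-protein wells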
CHOP inh: CHOP inhibition in unfolded protein response; inhibition, % at 10 µM; CHO-K1 CHOP-promoter luciferase, tunicamycin-induced, 15-18 h; 220,000 tested, 3.8% active; AID 2732;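 active means compounds that reduced the stress-induced luciferase reporter signal by more than about 70% of percent inhibition, limit read from the data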;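 further: 0% = tunicamycin plus vehicle and 100% = wells without tunicamycin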
Wee1 stabilizer: human Wee1 degradation inhibition, primary screen | reporter increase, % at 5 µM | AID 1321 | P30291 | 220,000 tested, 1.2% active | HeLa Luc-Wee1K328M stability, luciferase luminescence; 100% = proteasome inhibitor MG132 effect;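 active means activation above the mean of all tested compounds plus 3 SD, set per screening run, cut at about 8.8% in these data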;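 further: cells exposed to compound for 20 h before luminescence read; 0% = DMSO alone and 100% = MG132 at 30 µM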
Target sequence (P30291 whole entry K328M): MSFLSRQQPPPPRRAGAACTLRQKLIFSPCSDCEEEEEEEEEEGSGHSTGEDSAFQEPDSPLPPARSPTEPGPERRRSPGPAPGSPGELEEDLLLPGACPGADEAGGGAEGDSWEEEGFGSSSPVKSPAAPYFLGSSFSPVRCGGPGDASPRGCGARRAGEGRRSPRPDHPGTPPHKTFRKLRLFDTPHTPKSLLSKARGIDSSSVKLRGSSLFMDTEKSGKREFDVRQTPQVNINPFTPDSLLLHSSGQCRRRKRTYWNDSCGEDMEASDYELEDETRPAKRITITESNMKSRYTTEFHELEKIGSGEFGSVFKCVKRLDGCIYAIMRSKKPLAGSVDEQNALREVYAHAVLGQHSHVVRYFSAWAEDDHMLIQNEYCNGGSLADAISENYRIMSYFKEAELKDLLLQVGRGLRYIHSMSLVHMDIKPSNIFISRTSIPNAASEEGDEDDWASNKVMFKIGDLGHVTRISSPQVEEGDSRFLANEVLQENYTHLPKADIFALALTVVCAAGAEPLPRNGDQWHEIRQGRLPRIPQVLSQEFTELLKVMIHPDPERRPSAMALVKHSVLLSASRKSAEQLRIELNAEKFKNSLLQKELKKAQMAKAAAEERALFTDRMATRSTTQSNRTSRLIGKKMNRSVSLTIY
Ba/F3 V617F tox: reduce viability of Ba/F3 cells dependent on JAK2V617F. inhibition, % at 5.6 µM. Ba/F3 EpoR-JAK2V617F viability, ATP luminescence. AID 1446. 220,000 tested, 1.1% active;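 active means inhibition above the campaign mean plus 3 SD over all tested compounds, cut at about 24% in these data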;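 further: cytokine-independent growth of Ba/F3 cells driven by EpoR plus mutant JAK2; 0% = DMSO-treated cells and 100% = JAK inhibitor I control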
TNF necrop inh: inhibitors of TNF-alpha induced necroptosis in Jurkat FADD-/- cells; Jurkat FADD-/- TNF necroptosis rescue, ATP luminescence, 24 h; 0 = TNF only, 100 = no-TNF cells; activation (protection from cell death), % at 10 µM; 220,000 tested, 0.068% active; AID 463075;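 active means activation, meaning protection from cell death, of at least 50% relative to plate controls; inactive means activation below 50%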;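 further: necroptosis triggered by 40 ng/mL TNF-alpha added together with compound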
* = called active by the depositor; . = no result given.

compound	TNF necrop inh	Ba/F3 V617F tox	BaF3 parental	RBBP9 inhibitor	Wee1 stabilizer	PPC-1+TRAIL kill	CHOP inh	TRPML3 agonist	TRPN1 ag
COc1ccc(-c2noc(CCC(=O)NC3CCN(Cc4ccccc4)CC3)n2)cc1	-0.6	-2	3	4	-1	9	22	2.0	0.0
CCOC(=O)N1CCN(C(=O)c2oc3ccc(S(=O)(=O)N4CCOCC4)cc3c2C)CC1	-0.2	3	14	-8	2	17	52	0.7	2.3
Cc1cc(C(=O)Nc2c(C)nn(Cc3ccc(F)cc3)c2C)on1	0.3	-3	8	-6	0	2	81*	0.7	1.7
Cc1ccc(N(C(=O)Cn2nnc(-c3ccccc3)n2)C(C(=O)NC2CCCCC2)c2ccccn2)cc1C (centres undefined)	-1.7	-4	2	-5	-1	2	60	0.8	3.2
CC(=O)Nc1ccc2c(c1)ncn2-c1ccccc1	1.3	-2	-1	-5	5	0	-17	0.9	0.1
O=C(C1CC1)N1CCN=C1SCc1cccc(F)c1	0.1	-3	5	-8	-2	-11	-6	0.1	0.2
N#Cc1ccsc1NC(=O)CN1CCN(c2ccccc2)CC1	2.3	-5	3	-5	-1	-2	-33	0.9	1.0
CSCCC(NS(=O)(=O)c1ccc(Cl)cc1)C(=O)OCc1c(Cl)cccc1Cl (centres undefined)	0.4	-4	4	-17	3	2	86*	-0.4	-1.6
COc1cccc(OC)c1C(=O)Nc1ccc2c(c1)Cc1ccccc1-2	-1.9	3	8	-11	-2	12	-30	0.5	1.1
COc1ccc(CCN2C(=O)C3C4CCC(C4=C(C)C)C3C2=O)cc1OC (centres undefined)	1.0	0	3	-6	0	9	11	0.6	0.5
CN(O)/C=c1/ccc2c(n1)C(=O)C=CC=2	-4.5	-2	3	4	2	4	-2	0.8	0.1
CCn1c(-c2cccc(Cl)c2)n[nH]c1=S	-1.8	-5	0	-3	1	-17	12	-0.1	-0.7
O=C(c1ccccc1)c1coc2ccc(O)c(CN3CCOCC3)c12	0.3	0	3	-4	-2	12	22	-0.2	-1.3
COc1cc(OC)cc(C(=O)NCC(=O)OCC(=O)Nc2ncc(Cl)cc2Cl)c1	0.2	-1	5	-3	-1	25	11	0.0	-1.4
Cn1c(=O)[nH]c2sc3c(c2c1=O)CC(C)(C)OC3	-0.4	0	5	6	-1	19	23	0.3	-1.1
CCOC(=O)C1C(=O)C=C(/C=C/c2ccc(N(C)C)cc2)CC1c1ccccc1 (centres undefined)	-1.3	-5	0	-8	-2	0	39	5.0	5.3
O=c1cc(-c2ccc3c(c2)OCO3)oc2ccccc12	-1.8	3	6	-9	-2	35	22	0.5	1.3
COc1cc2c(c3oc(-c4ccccc4)cc(=O)c13)C=CC(C)(C)O2	-3.2	-2	9	-4	-1	19	46	-0.5	-0.1
CC(=O)c1cccc(NC(=S)NC(=O)c2ccccc2C)c1	0.7	3	3	-11	3	.	5	-0.4	-1.4
COCCn1c(SCC(=O)c2[nH]c(C)c(C(C)=O)c2C)nc2ccccc2c1=O	-0.1	2	0	7	1	20	-10	0.6	2.9
CC(C)N(N=Nc1ccc([N+](=O)[O-])cc1)C(C)C	0.2	2	5	-1	2	4	58	0.5	0.3
CCN(C(=O)c1ccc(C)c(Br)c1)c1ccccc1	1.8	2	10	2	-1	-4	10	-1.2	-3.5
COc1cc2ccccc2cc1C(=O)O	-0.2	-1	2	-4	-1	22	8	0.2	-0.8
CC(C)Oc1ccc(NC(N)=O)cc1	1.6	-3	1	-6	-1	12	4	0.4	-0.8
Cc1cc(C(F)F)n2nc(C(=O)Nc3sc4c(c3C(N)=O)CCC4)nc2n1	1.8	3	4	-9	0	27	13	-0.3	0.0

Record cards, as listed above. Order of values: TNF necrop inh | Ba/F3 V617F tox | BaF3 parental | RBBP9 inhibitor | Wee1 stabilizer | PPC-1+TRAIL kill | CHOP inh | TRPML3 agonist | TRPN1 ag
`COc1cc(OC)cc(C(=O)NCC(=O)OCC(=O)Nc2ncc(Cl)cc2Cl)c1` in the list: 0.2 | -1 | 5 | -3 | -1 | 25 | 11 | 0.0 | -1.4
`COc1cc2c(c3oc(-c4ccccc4)cc(=O)c13)C=CC(C)(C)O2` in the list: -3.2 | -2 | 9 | -4 | -1 | 19 | 46 | -0.5 | -0.1
`CCOC(=O)N1CCN(C(=O)c2oc3ccc(S(=O)(=O)N4CCOCC4)cc3c2C)CC1` in the list: -0.2 | 3 | 14 | -8 | 2 | 17 | 52 | 0.7 | 2.3
`O=c1cc(-c2ccc3c(c2)OCO3)oc2ccccc12` in the list: -1.8 | 3 | 6 | -9 | -2 | 35 | 22 | 0.5 | 1.3
`COc1ccc(CCN2C(=O)C3C4CCC(C4=C(C)C)C3C2=O)cc1OC` (centres undefined) in the list: 1.0 | 0 | 3 | -6 | 0 | 9 | 11 | 0.6 | 0.5

Carrying on.
compound	TNF necrop inh	Ba/F3 V617F tox	BaF3 parental	RBBP9 inhibitor	Wee1 stabilizer	PPC-1+TRAIL kill	CHOP inh	TRPML3 agonist	TRPN1 ag
Cc1ccc(Nc2nnc(SC(C)C(=O)Nc3c(C)n(C)n(-c4ccccc4)c3=O)s2)cc1 (centres undefined)	-3.3	1	5	-1	2	39	23	-0.7	-0.9
CC(=O)Nc1ccccc1C(=O)C(=O)O	-3.3	-2	6	-3	0	21	-9	2.1	-0.6
CCc1ccccc1NC(=S)N(CCN1CCOCC1)C1CCN(C(C)=O)CC1	0.6	0	5	1	0	10	4	1.2	-0.3
COc1ccc(CCN(C(=O)COc2ccccc2)c2nc(-c3ccccc3)cs2)cc1OC	0.1	-1	0	-6	-1	-1	17	0.3	0.8
C/C=C/Cn1c(Br)nc2c1c(=O)[nH]c(=O)n2C	-2.1	2	4	-8	0	21	6	0.3	0.1
CC(C)COC(=O)C1C2C=CC3(CN(C(C)c4ccc(Br)cc4)C(=O)C13)O2 (centres undefined)	-0.9	1	3	-3	-2	18	13	-0.3	-0.9
O=C(CC1NCCNC1=O)Nc1ccc([N+](=O)[O-])cc1 (centres undefined)	-0.2	2	3	2	4	-4	-4	0.8	0.2
OC1CCN(Cc2cn(Cc3ccccc3)nc2-c2cc3ccccc3o2)CC1	7.2	-1	8	-6	2	9	9	0.8	0.3
COc1cc(CN2CCC(CO)(CCOc3ccccc3)CC2)cc(OC)c1OC	2.1	3	9	-3	-3	-1	5	-0.6	-1.0
CSc1ncc(Cl)c(C(=O)Nc2nnc(SC)s2)n1	-0.1	-3	3	1	-2	-12	31	0.6	-0.8
CN1CCN(S(=O)(=O)c2ccc3c(c2)OCCO3)CC1	-0.1	4	6	4	2	-4	5	0.4	-0.1
COc1cc(-c2nnc(CSc3nnc(N)s3)o2)cc(OC)c1OC	1.8	3	9	3	3	28	19	0.1	0.5
N/C(=N\OC(=O)c1ccc2c(c1)OCO2)c1ccc(Cl)cc1	-1.2	-4	1	-7	0	31	17	-0.1	-1.3
COC(=O)C1=C(C)N(CCC2=CCCCC2)C(=O)C1	-6.6	-2	2	-4	0	-14	15	0.8	-0.5
O=C(Nc1cccc2ccccc12)c1onc2c1CCCC2	-1.4	2	2	-7	0	15	68	0.5	-2.6
COc1cc(/C=C2\SC(=O)N(c3cccc(Cl)c3)C2=O)cc([N+](=O)[O-])c1O	-0.7	3	7	-1	1	-7	105*	-0.8	0.3
CC1CN(C(c2cccs2)c2sc3ncnn3c2O)CC(C)O1 (centres undefined)	0.2	-2	7	-4	-1	2	26	0.0	-0.9
CCOc1ccccc1-n1c(=S)sc2c(=O)n(-c3ccc(C)cc3)c(=S)[nH]c21	-0.5	-1	10	-5	-2	-16	-4	1.1	2.4
CN(Cc1ccon1)C(=O)CC1C(=O)NCCN1CC(C)(C)C (centres undefined)	-0.9	0	3	-4	4	10	55	0.9	0.8
CCn1c2ccccc2c2cc(Nc3cc(C)nc4ncnn34)ccc21	-19	84*	86*	3	-1	32	.	-0.4	-2.6
COc1ccc(NC(=O)CC2C(=O)N(c3ccc(F)cc3)C(=S)N2NC(=O)c2ccc(Cl)cc2)cc1 (centres undefined)	0.0	1	9	-8	-1	14	106*	0.9	-0.6
Cc1ccc(OCCNC(=O)Cc2ccc(F)cc2)cc1	-0.1	3	5	0	4	1	4	-0.5	-0.7
CCC(=O)Nc1cccc(Br)c1	-1.5	5	9	-1	3	-12	20	0.3	1.6
COCCCNc1c2c(nc3nnnn13)CCCC2	0.7	0	4	-3	1	21	-11	0.8	2.1
Cc1cc(Oc2nc3c(C)cccn3c(=O)c2/C=C(\C#N)S(=O)(=O)c2ccc(Cl)cc2)ccc1Cl	-0.1	1	9	2	0	26	48	0.1	0.6
O=C(COc1ccc2oc(-c3ccccc3)cc(=O)c2c1)NCc1ccco1	0.7	0	-2	-9	0	28	-8	-0.2	-0.3
OCCC1CN(Cc2cccn2-c2cccnc2)CCN1Cc1ccc(F)cc1 (centres undefined)	1.3	-1	2	-6	0	18	-1	0.9	0.5
COc1cccc([C@@H]2Oc3ccc(OC)cc3C(=O)[C@H]2O)c1	1.8	-2	1	-6	4	29	-11	0.1	0.2
Cc1ccc(/C=N/n2c(-c3ccccn3)n[nH]c2=S)o1	-14	4	-1	-1	7	2	4	0.2	1.2
O=C(N/N=C/c1c(O)n(Cc2ccccc2)c(=O)c2ccccc12)c1cccnc1	0.2	5	14	-5	4	22	20	0.3	1.5
CS(=O)(=O)N(CC(=O)NCc1ccc2c(c1)OCO2)C1CCCCC1	1.3	0	3	-7	0	-10	-1	0.2	0.4
CC(C)(C)N1CSC(=S)N(Cc2ccccc2)C1	-14	2	6	-1	3	-2	1	0.6	1.3
Cc1cnc(C(=O)OCC(=O)NCCCc2ccccc2)cn1	0.5	4	9	-6	0	25	5	-0.3	0.0
S=C(Nc1ccc2snnc2c1)N1CCN(c2ccccn2)CC1	-1.2	2	7	-10	-1	-7	16	1.2	-0.3
Cn1c(CSCCOc2ccccc2)n[nH]c1=S	-0.7	2	0	-7	2	9	13	-0.7	-0.3

Assay outcomes (PubChem)
